# BioA inh = blocks M. tuberculosis BioA enzyme activity; inhibition, % at 9.99 µM; purified M. tuberculosis BioA enzyme, plate reader; 360,000 tested, 0.096% active; AID 602481; in the data active = inhibition above about 40%
# Numbers without * were called inactive. Not all compounds are listed. The share of hits here may be higher or lower than overall.
SMILES,BioA inh
C[C@@H]1CCCCO[C@@H](CN(C)C(=O)Nc2cccc3ccccc23)[C@@H](C)CN([C@@H](C)CO)C(=O)c2cc(NS(=O)(=O)c3ccc(Cl)cc3)ccc2O1,-2.2
O=C(Nc1ccc(F)cc1)N1CCCCN2[C@H](C1)[C@H](c1ccc(C3=CCCCC3)cc1)[C@@H]2CO,-1.1
C[C@H](CO)N1C[C@H](C)[C@H](CN(C)S(=O)(=O)c2cccs2)Oc2ccc(NC(=O)CCN3CCOCC3)cc2CC1=O,-3.2
CS(=O)(=O)Nc1ccc2c(c1)[C@@H]1C[C@H](CC(=O)NCc3ccc(Cl)cc3)O[C@H](CO)[C@@H]1O2,5.8
C[C@@H]1CN([C@@H](C)CO)C(=O)c2cc(NC(=O)Nc3ccc(C(F)(F)F)cc3)ccc2O[C@@H](C)CCCCO[C@H]1CN(C)Cc1ccccc1,-0.7
COc1ccc(NC(=O)Nc2ccc3c(c2)[C@H]2C[C@@H](CC(=O)NCc4ccccn4)O[C@@H](CO)[C@H]2O3)cc1,0.6
C[C@@H]1CN([C@@H](C)CO)C(=O)c2cc(NS(=O)(=O)c3ccc(F)cc3)ccc2O[C@H]1CN(C)S(=O)(=O)c1ccc(Cl)cc1,2.4
CCCC(=O)Nc1ccc2c(c1)C(=O)N(C)[C@@H]1CC[C@H](CC(=O)NCCOC)O[C@@H]1CO2,-1.9
CC(C)C#Cc1ccc2c(c1)O[C@@H](CN(C)C(=O)CC1CC1)[C@H](C)CN([C@@H](C)CO)S2(=O)=O,-2.2
COc1ccc(-c2ccc3c(c2)[C@H]2[C@H](CCN2C(=O)C2CCOCC2)[C@@H](CO)N3C)cc1,4.2
CCCNC(=O)N(C)C[C@H]1Oc2ncc(C#Cc3ccccc3F)cc2C(=O)N([C@H](C)CO)C[C@@H]1C,-1.1
CN(C)CCCNC(=O)C[C@@H]1CC[C@H]2[C@H](COc3ccc(NS(C)(=O)=O)cc3C(=O)N2C)O1,-0.3
O=C(CC1CC1)Nc1ccc2c(c1)[C@@H]1C[C@@H](CC(=O)N3CCOCC3)O[C@@H](CO)[C@@H]1O2,-3.0
O=C(Cc1ccncc1)NCC[C@@H]1CC[C@@H](NC(=O)C2CC2)[C@H](CO)O1,-2.4
CCCN(C)C[C@@H]1Oc2cc(C#Cc3ccc(F)cc3)ccc2S(=O)(=O)N([C@H](C)CO)C[C@@H]1C,-2.2
O=C(Nc1ccc(F)cc1)Nc1ccc2c(c1)[C@H]1C[C@H](CC(=O)N3CCCCC3)O[C@@H](CO)[C@H]1O2,3.7
CC(=O)N(C)C[C@@H]1Oc2cc(-c3ccc(F)cc3)ccc2S(=O)(=O)N([C@@H](C)CO)C[C@@H]1C,5.8
C[C@H]1CN([C@@H](C)CO)C(=O)Cc2cc(NC(=O)CCC(F)(F)F)ccc2O[C@H]1CN(C)Cc1ccccc1,2.1
CC(C)NC(=O)Nc1ccc2c(c1)C(=O)N([C@@H](C)CO)C[C@H](C)[C@@H](CN(C)C(=O)CCCN(C)C)OCCCC[C@@H](C)O2,-2.9
COc1cccc(C(=O)Nc2ccc3c(c2)C(=O)N(C)[C@@H]2CC[C@@H](CC(=O)NCC4CC4)O[C@H]2CO3)c1,-2.0
Cc1noc(C)c1S(=O)(=O)Nc1cccc2c1O[C@@H](CN(C)Cc1ccc(Cl)c(Cl)c1)[C@@H](C)CN([C@@H](C)CO)C2=O,-0.1
C[C@@H]1CN([C@@H](C)CO)S(=O)(=O)c2ccc(-c3cccc(F)c3)cc2O[C@H]1CN(C)C,5.3
C[C@@H]1CN([C@H](C)CO)C(=O)c2cc(NC(=O)CCC(F)(F)F)ccc2O[C@@H](C)CCCCO[C@@H]1CN(C)Cc1ccc2c(c1)OCO2,-2.3
CN(C)CC(=O)N[C@H]1CC[C@@H](CCNS(=O)(=O)c2ccccc2)O[C@@H]1CO,-4.3
CCCNC(=O)N1C[C@H]2[C@@H](c3ccccc31)[C@@H](CO)N2C(=O)NC(C)C,-3.7

# Part of the list above, with tabs:
Compound	BioA inh
C[C@H](CO)N1C[C@H](C)[C@H](CN(C)S(=O)(=O)c2cccs2)Oc2ccc(NC(=O)CCN3CCOCC3)cc2CC1=O	-3.2
CS(=O)(=O)Nc1ccc2c(c1)[C@@H]1C[C@H](CC(=O)NCc3ccc(Cl)cc3)O[C@H](CO)[C@@H]1O2	5.8

# Additional results
SMILES,BioA inh
Cc1noc(C)c1S(=O)(=O)Nc1cccc2c1O[C@@H](CN(C)C(=O)Nc1ccccc1)[C@@H](C)CN([C@@H](C)CO)C2=O,0.3
C[C@@H]1CCCCO[C@@H](CN(C)S(=O)(=O)c2ccc(Cl)cc2)[C@@H](C)CN([C@H](C)CO)C(=O)c2cc(NC(=O)CCC(F)(F)F)ccc2O1,-1.5
COc1ccc([C@H]2C=C(C(=O)N3CCN(Cc4ccc5c(c4)OCO5)CC3)O[C@@H](OCc3ccc(CO)cc3)C2)cc1,4.7
CNC[C@H]1OCCCC[C@H](C)Oc2ccc(NC(=O)c3ccncc3)cc2C(=O)N([C@@H](C)CO)C[C@@H]1C,-6.2
O=C(O)C[C@H]1C[C@@H]2c3cc(NC(=O)CC4CC4)ccc3O[C@@H]2[C@H](CO)O1,-1.2
O=C(N[C@H]1C=C[C@H](CC(=O)N2CCN(c3ccccc3)CC2)O[C@H]1CO)c1ccncc1,0.5
CC(=O)N1[C@@H]2c3ccc(C4=CCCCC4)c(=O)n3C[C@@H]2[C@@H](CO)[C@@H]1C(=O)Nc1ccccc1,1.6
CN(C)CC(=O)Nc1ccc2c(c1)[C@@H]1C[C@H](CC(=O)NC3CCCC3)O[C@H](CO)[C@@H]1O2,-2.9
C[C@H]1CCCCO[C@H](CN(C)S(=O)(=O)c2ccccc2)[C@@H](C)CN([C@@H](C)CO)C(=O)c2cc(NS(C)(=O)=O)ccc2O1,0.1
COc1ccccc1C(=O)Nc1ccc2c(c1)C(=O)N(C)C[C@H](OC)[C@@H](C)CN(CC1CC1)[C@@H](C)CO2,2.0
CNC[C@@H]1Oc2cc(C#CCC3CCCC3)ccc2S(=O)(=O)N([C@@H](C)CO)C[C@H]1C,-0.2
C[C@H]1CN([C@@H](C)CO)C(=O)c2cccc(NC(=O)c3nc4ccccc4s3)c2O[C@@H]1CN(C)C(=O)Nc1ccc(C(F)(F)F)cc1,-1.2
COc1ccc(C#Cc2ccc([C@@H]3[C@H]4CN(C(=O)Cc5ccccc5)CCCCN4[C@H]3CO)cc2)cc1,-0.3
C[C@@H]1CN([C@H](C)CO)C(=O)Cc2cc(NS(=O)(=O)c3ccc(F)cc3)ccc2O[C@@H]1CN(C)Cc1ccc2c(c1)OCO2,-1.8
Cc1noc(C)c1S(=O)(=O)N(C)C[C@@H]1Oc2ccc(N(C)C)cc2CC(=O)N([C@H](C)CO)C[C@H]1C,-0.6
CCCNC(=O)Nc1ccc2c(c1)OC[C@@H](C)N(C(=O)c1ccccc1F)C[C@@H](C)[C@@H](OC)CN(C)C2=O,0.4
C[C@@H]1CN([C@@H](C)CO)C(=O)c2cc(C#C[C@@H](C)O)cnc2O[C@H]1CN(C)C(=O)CN1CCOCC1,6.9
N#C[C@@H]1[C@H](c2ccccc2)[C@@H](CO)N1S(=O)(=O)c1cccc(F)c1,-0.6
CN(C)CC(=O)Nc1ccc2c(c1)[C@H]1C[C@@H](CC(=O)NCc3ccccn3)O[C@@H](CO)[C@H]1O2,-2.7
CC(C)CC#Cc1cnc2c(c1)C(=O)N([C@@H](C)CO)C[C@@H](C)[C@@H](CN(C)CC1CCOCC1)O2,-3.0
C[C@H]1CCCCO[C@@H](CN(C)CC2CCCCC2)[C@@H](C)CN([C@@H](C)CO)C(=O)c2cc(NC(=O)c3ccccc3)ccc2O1,-0.1
C[C@@H]1CN([C@H](C)CO)C(=O)Cc2cc(NS(C)(=O)=O)ccc2O[C@H]1CN(C)C(=O)Nc1cccc2ccccc12,0.7
O=C(C[C@H]1CC[C@H](NC(=O)Nc2ccc(C(F)(F)F)cc2)[C@H](CO)O1)NCc1cccc(F)c1,-0.1
C[C@@H](O)C#Cc1ccc([C@H]2[C@@H](CO)N3CCCCN(C(=O)c4ccncc4)C[C@@H]23)cc1,0.6
COc1ccc([Si](C)(C)[C@@H]2[C@@H](CCO)O[C@]3(C(=O)N(Cc4ccc(NC(C)=O)cc4)c4ccccc43)[C@H]2C)cc1,-0.8

# Molecules above with two or more sulfur atoms:
SMILES,BioA inh
C[C@H](CO)N1C[C@H](C)[C@H](CN(C)S(=O)(=O)c2cccs2)Oc2ccc(NC(=O)CCN3CCOCC3)cc2CC1=O,-3.2
C[C@@H]1CN([C@@H](C)CO)C(=O)c2cc(NS(=O)(=O)c3ccc(F)cc3)ccc2O[C@H]1CN(C)S(=O)(=O)c1ccc(Cl)cc1,2.4
C[C@H]1CCCCO[C@H](CN(C)S(=O)(=O)c2ccccc2)[C@@H](C)CN([C@@H](C)CO)C(=O)c2cc(NS(C)(=O)=O)ccc2O1,0.1

# Pulled one by one from the list above (2):
SMILES,BioA inh
CN(C)CC(=O)Nc1ccc2c(c1)[C@@H]1C[C@H](CC(=O)NC3CCCC3)O[C@H](CO)[C@@H]1O2,-2.9
COc1ccc([Si](C)(C)[C@@H]2[C@@H](CCO)O[C@]3(C(=O)N(Cc4ccc(NC(C)=O)cc4)c4ccccc43)[C@H]2C)cc1,-0.8

# Additional compounds:
SMILES,BioA inh
CN1C(=O)c2cc(NS(=O)(=O)c3ccc(Cl)cc3)ccc2OC[C@@H]2O[C@H](CC(=O)O)CC[C@H]21,0.6
C[C@H](CO)N1C[C@H](C)[C@@H](CN(C)C(=O)Cc2ccncc2)Oc2cc(C#CC3CCCC3)ccc2S1(=O)=O,2.3
C[C@H](CO)N1C[C@H](C)[C@H](CN(C)C(=O)NC2CCCCC2)OCc2cn(nn2)CCCC1=O,-0.3
COCC(=O)Nc1ccc2c(c1)C(=O)N(C)C[C@H](OC)[C@@H](C)CN(Cc1cccc(F)c1)[C@@H](C)CO2,18
COc1ccc(-c2ccc3c(c2)[C@H]2[C@H](CCN2S(=O)(=O)c2ccc(OC)cc2)[C@H](CO)N3C)cc1,-1.5
C[C@@H]1CN([C@@H](C)CO)C(=O)Cc2cc(NC(=O)Cc3ccccc3)ccc2O[C@@H]1CN(C)C(=O)Nc1ccc(C(F)(F)F)cc1,-5.1
COc1ccc(S(=O)(=O)Nc2ccc3c(c2)C(=O)N([C@H](C)CO)C[C@H](C)[C@@H](CN(C)Cc2ccc(C(=O)O)cc2)O3)cc1,-0.8
Cc1noc(C)c1NC(=O)Nc1ccc2c(c1)CC(=O)N([C@H](C)CO)C[C@@H](C)[C@@H](CN(C)Cc1ccc(Oc3ccccc3)cc1)O2,-0.4
Cc1ccc(S(=O)(=O)N(C)C[C@@H]2OCCCC[C@@H](C)Oc3ccc(NC(=O)c4ccncc4)cc3C(=O)N([C@@H](C)CO)C[C@H]2C)cc1,-1.3
COc1ccc(NC(=O)Nc2ccc3c(c2)C(=O)N([C@@H](C)CO)C[C@@H](C)[C@@H](CN(C)S(=O)(=O)c2ccc(C)cc2)OCCCC[C@@H](C)O3)cc1,-6.5
COCC(=O)Nc1ccc2c(c1)C(=O)N(C)[C@@H]1CC[C@H](CC(=O)NCc3cccc(F)c3)O[C@@H]1CO2,-1.9
COc1ccccc1C#Cc1ccc2c(c1)O[C@H](CN(C)Cc1cncnc1)[C@H](C)CN([C@@H](C)CO)S2(=O)=O,1.0
CC(C)(C)OC(=O)CC[C@]12N=C(c3ccc(OCCCO)cc3)O[C@H]1c1ccccc1CN(C(=O)c1ccccc1)C2=O,-2.0
C[C@H]1CN([C@@H](C)CO)C(=O)c2cc(C3=CCCCC3)cnc2O[C@@H]1CN(C)C(=O)c1ccccc1,3.6
OC[C@@H]1[C@@H](c2ccc(-c3ccccc3F)cc2)[C@H]2CN(Cc3cccnc3)CCCCN12,-1.1
CC(C)NC(=O)NCC[C@H]1CC[C@@H](NC(=O)Nc2ccccc2)[C@@H](CO)O1,0.7
COC(=O)C[C@H]1CC[C@@H]2[C@@H](COc3ccc(NS(C)(=O)=O)cc3C(=O)N2C)O1,-1.4
C/C=C/c1ccc([C@@H]2[C@@H](CN(CC)C(=O)CC)N(C(=O)C3CCC3)[C@H]2CO)cc1,-1.2
C[C@H](CO)N1C[C@H](C)[C@H](CN(C)C(=O)Nc2ccc(C(F)(F)F)cc2)OCCCC[C@H](C)Oc2ccc(NS(=O)(=O)c3cn(C)cn3)cc2C1=O,-0.9
C[C@H](CO)N1C[C@H](C)[C@@H](CN(C)S(=O)(=O)c2ccc(F)cc2)OCCCC[C@H](C)Oc2ccc(NC(=O)CCCN(C)C)cc2C1=O,-2.0
CC(C)NC(=O)N(C)C[C@H]1OCCCC[C@H](C)Oc2ccc(N(C)C)cc2C(=O)N([C@@H](C)CO)C[C@H]1C,-1.0
COc1cccc(CNC(=O)C[C@H]2CC[C@@H]3[C@@H](COc4ccc(NC(C)=O)cc4C(=O)N3C)O2)c1,21
CNC[C@H]1OCCCC[C@H](C)Oc2ccc(NC(=O)Nc3c(C)noc3C)cc2C(=O)N([C@H](C)CO)C[C@@H]1C,-1.8
COc1ccccc1NC(=O)N[C@H]1CC[C@@H](CCNS(=O)(=O)c2ccc(Cl)cc2)O[C@@H]1CO,0.5
C[C@H](CO)N1C[C@H](C)[C@@H](CN(C)S(C)(=O)=O)Oc2c(NC(=O)c3ccc(-c4nccs4)cc3)cccc2C1=O,-1.8
COCC(=O)Nc1ccc2c(c1)[C@@H]1C[C@H](CC(=O)NCc3cccc(F)c3)O[C@H](CO)[C@@H]1O2,-0.3
COCC#Cc1ccc([C@@H]2[C@H](CO)N3CCCCN(S(=O)(=O)c4ccccc4F)C[C@@H]23)cc1,-0.2
Cc1noc(C)c1S(=O)(=O)Nc1ccc2c(c1)CC(=O)N([C@@H](C)CO)C[C@H](C)[C@H](CN(C)CC1CCCCC1)O2,0.1
O=C(NCC[C@H]1CC[C@H](NC(=O)c2cnccn2)[C@H](CO)O1)Nc1ccc(F)cc1,3.5

# Assay outcomes as filed in PubChem BioAssay.
